APP 5'UTR act: activates APP 5'UTR luciferase reporter; SH-SY5Y APP 5'UTR luciferase reporter, luminescence; zero percent = DMSO vehicle wells; activation, % at 2 µM; 1% of 190,000 active; AID 1276;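 active = activation above a set limit, based on mean plus 3 SD of controls, cut at about 140% in these data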; also: values of inactives mirror those of a sister screen read the other way
STAT1 inh: inhibitors of IFN-gamma induced STAT1 signaling | NIH 3T3 STAT1-luciferase reporter, luminescence | inhibition, % at 5.5 µM | 0.35% of 200,000 active;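 active = inhibition above a set limit, the mean inhibition across all tested compounds plus 3 SD, cut at about 34% in these data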;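 also: 0% = IFN-gamma with DMSO and 100% = IFN-gamma with 300 µM nifuroxazide; values of inactives mirror those of a sister screen read the other way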
NF-kB neuron act: raises NF-kB expression in human neuronal cells; NF-kB reporter expression; active compounds read high; fold change at 12.5 µM; 1.6% of 190,000 active; AID 1239; in the data active = fold change above about 3.3
STAT1 activator: increases IFN-gamma driven STAT1 reporter signal; NIH 3T3 STAT1-luciferase reporter, luminescence; 100% = IFN-gamma alone, no compound; activation (% of control), % at 5.5 µM; 2.6% of 200,000 active;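 active = activation above the screen-wide mean activation plus 3 SD, cut at about 130% in these data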;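 also: raw ratio to IFN-gamma control signal so 100% means no change and 0% no light; values of inactives mirror those of a sister screen read the other way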
TLR4 MyD88 comp: blocks binding of human TLR4 to MyD88. O00206+Q99836. HeLa CL3-4 TLR4/MyD88 BLA complementation, FRET ratio. inhibition, % at 8.4 µM. 0.18% of 200,000 active. AID 861; in the data active = inhibition above about 25%;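 also: 0% = vehicle and 100% = reference inhibitor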
Target sequence (O00206 whole entry, looked up): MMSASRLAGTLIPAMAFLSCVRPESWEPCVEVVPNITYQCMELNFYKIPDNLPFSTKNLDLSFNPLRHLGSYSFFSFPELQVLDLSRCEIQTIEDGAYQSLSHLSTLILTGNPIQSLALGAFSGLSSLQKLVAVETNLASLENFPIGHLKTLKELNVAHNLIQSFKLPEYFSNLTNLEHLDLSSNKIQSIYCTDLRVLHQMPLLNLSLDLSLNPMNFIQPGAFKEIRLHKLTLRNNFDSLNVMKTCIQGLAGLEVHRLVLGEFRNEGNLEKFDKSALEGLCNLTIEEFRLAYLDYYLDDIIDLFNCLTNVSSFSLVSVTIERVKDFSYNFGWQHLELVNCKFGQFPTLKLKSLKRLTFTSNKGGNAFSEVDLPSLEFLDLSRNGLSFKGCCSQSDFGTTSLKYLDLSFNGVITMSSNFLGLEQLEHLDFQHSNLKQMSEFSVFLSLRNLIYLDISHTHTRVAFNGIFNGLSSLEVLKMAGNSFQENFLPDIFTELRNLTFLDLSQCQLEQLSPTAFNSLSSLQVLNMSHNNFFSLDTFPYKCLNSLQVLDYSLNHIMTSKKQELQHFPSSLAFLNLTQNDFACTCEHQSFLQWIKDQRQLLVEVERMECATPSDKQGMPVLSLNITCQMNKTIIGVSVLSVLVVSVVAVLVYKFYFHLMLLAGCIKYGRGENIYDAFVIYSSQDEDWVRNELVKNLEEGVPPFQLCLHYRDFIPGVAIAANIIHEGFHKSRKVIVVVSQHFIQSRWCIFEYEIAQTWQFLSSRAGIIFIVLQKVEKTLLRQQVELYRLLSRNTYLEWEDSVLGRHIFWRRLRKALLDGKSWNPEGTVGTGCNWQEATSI
Target sequence (Q99836 whole entry, looked up): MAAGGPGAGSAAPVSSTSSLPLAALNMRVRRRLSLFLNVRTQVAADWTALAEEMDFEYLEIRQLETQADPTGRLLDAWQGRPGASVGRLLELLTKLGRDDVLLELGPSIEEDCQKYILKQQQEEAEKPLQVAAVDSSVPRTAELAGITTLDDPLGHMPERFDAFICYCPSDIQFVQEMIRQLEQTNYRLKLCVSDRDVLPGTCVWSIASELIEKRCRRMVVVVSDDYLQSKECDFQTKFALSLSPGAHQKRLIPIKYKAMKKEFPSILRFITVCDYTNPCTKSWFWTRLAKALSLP
Efa HMGR inh: inhibitors of class II HMG-CoA reductase from Enterococcus faecalis | 0.41% of 190,000 active | inhibition, % at 10 µM | purified E. faecalis HMGR, NADPH absorbance 340 nm kinetic;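 active = inhibition above a set limit, the median over all tested compounds plus 3 SD, cut at about 9.5% in these data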;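 also: enzyme runs in reverse so mevalonate oxidation gives rising NADPH absorbance; 0% = complete reaction with DMSO and 100% = background rate lacking mevalonate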
STAT3 act: activators of IL-6 induced STAT3 signaling; U3A cells, IL-6 STAT3-luciferase reporter, luminescence; 100% = signal with IL-6 EC80 alone; activation (% of control), % at 5.6 µM; 0.91% of 190,000 active;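 active = activation above the screen-wide mean of compound activation plus 3 SD, cut at about 130% in these data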;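 also: 0% = background luminescence of wells with medium and substrate only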
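Material: human U3A cells carrying STAT3-luciferase construct. Measured by: reporter luminescence signal. Timing: compound 1 h, then IL-6 6 h at 37 °C.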
Hsp70 act: transcriptional activators of Hsp70; 0.04% of 200,000 active; activation, % at 10 µM; HeLa Hsp70 promoter luciferase reporter, luminescence; scaled: vehicle 0, proteasome-inhibitor control 100%;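 active = activation above the mean across all tested compounds plus 3 SD, cutoff set per campaign, cut at about 5.5% in these data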;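 also: 100% = MG132 at 30 µM as the positive control and 0% = DMSO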
STAT3 inh: STAT3 signaling inhibition. AID 862. U3A cells, IL-6 STAT3-luciferase reporter, luminescence; host cell line lacks STAT1. inhibition, % at 5.5 µM. 0.89% of 190,000 active;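 active = inhibition above the mean inhibition across all screened compounds plus 3 SD, cut at about 44% in these data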;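 also: 0% = DMSO only wells and 100% = 100 µM nifuroxazide control wells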
DTT redox prof: compounds producing H2O2 with reducing agent – biochemical, NIH compound library profiling, artefact control for MLSCN library redox annotation, primary screen. DTT-dependent redox cycling H2O2, phenol red/HRP absorbance; 100% = 100 µM peroxide control, 0% = buffer. activation, % at 10 µM. 0.03% of 200,000 active. AID 878;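 active = activation of at least 50% relative to the plate's high and low controls in the primary single-dose screen; inactive = activation below 50%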;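 also: compound incubated with DTT at 0.8 mM final as the reducing agent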
Starred values were filed as active, the others as inactive.

Start of the data: the first two entries (preview)
What do the screens show for `COc1ccccc1-n1nc(C)cc1N`?
APP 5'UTR act: -25; STAT1 inh: 3; NF-kB neuron act: 1.1; STAT1 activator: 99; TLR4 MyD88 comp: -4; Efa HMGR inh: -2; STAT3 act: 104; Hsp70 act: -0.2; STAT3 inh: 1; DTT redox prof: 0.0

Results for CC1Cc2ccccc2N1C(=O)CSc1nc2cc3c(cc2cc1C#N)OCO3 (configuration not stated) ?
APP 5'UTR act: -2; STAT1 inh: -10; NF-kB neuron act: 0.98; STAT1 activator: 110; TLR4 MyD88 comp: 13; Efa HMGR inh: -4; STAT3 act: 110; Hsp70 act: 0.2; STAT3 inh: -3; DTT redox prof: 0.5

The list itself, repeating the preview:
What do the screens show for `COc1ccccc1-n1nc(C)cc1N`?
APP 5'UTR act: -25; STAT1 inh: 3; NF-kB neuron act: 1.1; STAT1 activator: 99; TLR4 MyD88 comp: -4; Efa HMGR inh: -2; STAT3 act: 104; Hsp70 act: -0.2; STAT3 inh: 1; DTT redox prof: 0.0

Results for CC1Cc2ccccc2N1C(=O)CSc1nc2cc3c(cc2cc1C#N)OCO3 (configuration not stated) ?
APP 5'UTR act: -2; STAT1 inh: -10; NF-kB neuron act: 0.98; STAT1 activator: 110; TLR4 MyD88 comp: 13; Efa HMGR inh: -4; STAT3 act: 110; Hsp70 act: 0.2; STAT3 inh: -3; DTT redox prof: 0.5

What do the screens show for `O=C(NCc1cccnc1)c1cc2nc(-c3ccc4c(c3)OCO4)cc(C(F)(F)F)n2n1`?
APP 5'UTR act: -10; STAT1 inh: 5; NF-kB neuron act: 0.93; STAT1 activator: 94; TLR4 MyD88 comp: -1; Efa HMGR inh: -2; STAT3 act: 105; Hsp70 act: -0.1; STAT3 inh: 1; DTT redox prof: 0.3

What do the screens show for `O=C(C1CCCN(S(=O)(=O)c2cnc[nH]2)C1)N1CCN(Cc2ccccc2)CC1` (configuration not stated)?
APP 5'UTR act: 16; STAT1 inh: -6; NF-kB neuron act: 0.99; STAT1 activator: 106; TLR4 MyD88 comp: -4; Efa HMGR inh: 2; STAT3 act: 106; Hsp70 act: -0.3; STAT3 inh: 2; DTT redox prof: -0.7

What do the screens show for `O=C(CN1CCOCC1)N1N=C(c2cccs2)CC1c1cccs1` (configuration not stated)?
APP 5'UTR act: 6; STAT1 inh: 3; NF-kB neuron act: 1.1; STAT1 activator: 97; TLR4 MyD88 comp: -9; Efa HMGR inh: -4; STAT3 act: 99; Hsp70 act: -0.1; STAT3 inh: 7; DTT redox prof: 0.1

What do the screens show for `O=S1(=O)NC(=NC2CCCCCC2)c2ccccc21`?
APP 5'UTR act: -6; STAT1 inh: -8; NF-kB neuron act: 1.3; STAT1 activator: 108; TLR4 MyD88 comp: -5; Efa HMGR inh: -6; STAT3 act: 98; Hsp70 act: 0.1; STAT3 inh: 4; DTT redox prof: 0.1

How did CCOC(=O)c1cc(-c2ccc(F)cc2)n(CC(=O)N2CCCC2)c1C do in these assays?
APP 5'UTR act: -12; STAT1 inh: 8; NF-kB neuron act: 1; STAT1 activator: 93; TLR4 MyD88 comp: 6; Efa HMGR inh: -6; STAT3 act: 107; Hsp70 act: -0.1; STAT3 inh: -3; DTT redox prof: 1.4

Results for Cc1sc2ncnc(OCC(=O)NCc3cccs3)c2c1C ?
APP 5'UTR act: 4; STAT1 inh: 0; NF-kB neuron act: 1.1; STAT1 activator: 101; TLR4 MyD88 comp: 0; Efa HMGR inh: -2; STAT3 act: 101; Hsp70 act: -0.4; STAT3 inh: 0; DTT redox prof: 0.7

How did O=C(COc1ccc(Cl)cc1Br)NC(=O)NCc1ccccc1 do in these assays?
APP 5'UTR act: 10; STAT1 inh: 8; NF-kB neuron act: 1.2; STAT1 activator: 93; TLR4 MyD88 comp: 2; Efa HMGR inh: -3; STAT3 act: 110; Hsp70 act: -0.3; STAT3 inh: -8; DTT redox prof: -0.1

Results for C=CCn1c(-c2c[nH]c3ccccc23)n[nH]c1=S ?
APP 5'UTR act: -12; STAT1 inh: 4; NF-kB neuron act: 1.1; STAT1 activator: 96; TLR4 MyD88 comp: 2; Efa HMGR inh: -2; STAT3 act: 119; Hsp70 act: -0.3; STAT3 inh: -16; DTT redox prof: 2.4

Results for COc1cccc(CN2CCCC(C(=O)c3ccc4c(c3)OCO4)C2)c1OC (configuration not stated) ?
APP 5'UTR act: 13; STAT1 inh: 12; NF-kB neuron act: 1.2; STAT1 activator: 89; TLR4 MyD88 comp: 3; Efa HMGR inh: 1; STAT3 act: 99; Hsp70 act: -0.1; STAT3 inh: 7; DTT redox prof: 0.4

How did CCC(=O)Nc1ccc(NC(=O)CSc2nnc(C(C)C)n2C)cc1 do in these assays?
APP 5'UTR act: -7; STAT1 inh: 8; NF-kB neuron act: 1.4; STAT1 activator: 93; TLR4 MyD88 comp: 4; Efa HMGR inh: -4; STAT3 act: 99; Hsp70 act: 0.1; STAT3 inh: 6; DTT redox prof: 0.0

How did CCCS(=O)(=O)N1CCC(C(=O)N2CCOCC2)CC1 do in these assays?
APP 5'UTR act: 6; STAT1 inh: -5; NF-kB neuron act: 1.2; STAT1 activator: 105; TLR4 MyD88 comp: 7; Efa HMGR inh: -3; STAT3 act: 100; Hsp70 act: 0.1; STAT3 inh: 3; DTT redox prof: 0.0

How did COc1ccc(/C(O)=C2/C(=O)C(=O)N(CCCN(C)C)C2c2ccccc2)cc1OC (configuration not stated) do in these assays?
APP 5'UTR act: 8; STAT1 inh: -4; NF-kB neuron act: 0.97; STAT1 activator: 104; TLR4 MyD88 comp: -3; Efa HMGR inh: -7; STAT3 act: 108; Hsp70 act: -0.3; STAT3 inh: -2; DTT redox prof: -0.3

Results for CCNc1nc(NCC)n2c(SCC(=O)NC34CC5CC(CC(C5)C3)C4)nnc2n1 ?
APP 5'UTR act: 5; STAT1 inh: -3; NF-kB neuron act: 0.9; STAT1 activator: 102; TLR4 MyD88 comp: 5; Efa HMGR inh: -9; STAT3 act: 104; Hsp70 act: -0.2; STAT3 inh: -9; DTT redox prof: 0.8

What do the screens show for `CC(=O)c1c(C)nn(CC(O)COc2ccc3c(c2)CCC3)c1C` (configuration not stated)?
APP 5'UTR act: -7; STAT1 inh: 0; NF-kB neuron act: 0.81; STAT1 activator: 100; TLR4 MyD88 comp: 4; Efa HMGR inh: 3; STAT3 act: 83; Hsp70 act: -0.4; STAT3 inh: 24; DTT redox prof: 2.5

What do the screens show for `Cc1c(C(=O)NCc2ccccc2)c(-c2ccccc2)nn1-c1ccccc1`?
APP 5'UTR act: -20; STAT1 inh: 1; NF-kB neuron act: 0.88; STAT1 activator: 99; TLR4 MyD88 comp: -8; Efa HMGR inh: -3; STAT3 act: 102; Hsp70 act: -0.2; STAT3 inh: 5; DTT redox prof: -12

How did Cn1cnnc1SCc1ccc(-c2ccc(Br)cc2)o1 do in these assays?
APP 5'UTR act: -9; STAT1 inh: -7; NF-kB neuron act: 1.3; STAT1 activator: 106; TLR4 MyD88 comp: 1; Efa HMGR inh: 0; STAT3 act: 99; Hsp70 act: 0.0; STAT3 inh: 3; DTT redox prof: 0.0

What do the screens show for `COC(=O)c1ccc(NC(=O)CSCc2ccccc2C)cc1`?
APP 5'UTR act: 26; STAT1 inh: -6; NF-kB neuron act: 1.6; STAT1 activator: 105; TLR4 MyD88 comp: -4; Efa HMGR inh: 0; STAT3 act: 102; Hsp70 act: 0.0; STAT3 inh: 5; DTT redox prof: 0.1

How did CS(=O)(=O)N1CCN(C(=O)c2ccc(F)cc2)CC1 do in these assays?
APP 5'UTR act: 9; STAT1 inh: -4; NF-kB neuron act: 0.95; STAT1 activator: 104; TLR4 MyD88 comp: -1; Efa HMGR inh: -2; STAT3 act: 100; Hsp70 act: -0.3; STAT3 inh: 4; DTT redox prof: 1.9

Results for CCOC(=O)CC(=O)Nc1ccc(Br)cc1C(=O)O ?
APP 5'UTR act: -2; STAT1 inh: -4; NF-kB neuron act: 0.99; STAT1 activator: 104; TLR4 MyD88 comp: 7; Efa HMGR inh: -3; STAT3 act: 101; Hsp70 act: 0.1; STAT3 inh: 1; DTT redox prof: 0.4

How did Cc1ccc2c(Cl)c(C)c(N3CCCCC3)nc2n1 do in these assays?
APP 5'UTR act: 19; STAT1 inh: 2; NF-kB neuron act: 1.2; STAT1 activator: 98; TLR4 MyD88 comp: 2; Efa HMGR inh: -2; STAT3 act: 92; Hsp70 act: -0.4; STAT3 inh: 11; DTT redox prof: 0.1

What do the screens show for `COc1cc(C(=O)O/N=C2\C=CC(=O)C=C2C)cc(OC)c1OC`?
APP 5'UTR act: -13; STAT1 inh: -15; NF-kB neuron act: 1.3; STAT1 activator: 114; TLR4 MyD88 comp: -14; Efa HMGR inh: -4; STAT3 act: 100; Hsp70 act: -0.4; STAT3 inh: -1; DTT redox prof: 0.2

How did O=C(NN1C(=O)C2C(C1=O)C1C=CC2C12CC2)c1ccncc1 (configuration not stated) do in these assays?
APP 5'UTR act: 2; STAT1 inh: -9; NF-kB neuron act: 0.98; STAT1 activator: 108; TLR4 MyD88 comp: -12; Efa HMGR inh: -1; STAT3 act: 105; Hsp70 act: -0.1; STAT3 inh: 5; DTT redox prof: 1.2

Results for Cc1oc2c(CN(C)C)c(O)ccc2c(=O)c1-c1cscn1 ?
APP 5'UTR act: 3; STAT1 inh: -6; NF-kB neuron act: 0.92; STAT1 activator: 106; TLR4 MyD88 comp: -9; Efa HMGR inh: -5; STAT3 act: 98; Hsp70 act: 0.2; STAT3 inh: 4; DTT redox prof: 1.9

How did O=C(CCCN1C(=O)/C(=C\c2cccs2)SC1=S)NNC(=O)c1ccncc1 do in these assays?
APP 5'UTR act: -17; STAT1 inh: 12; NF-kB neuron act: 1.3; STAT1 activator: 88; TLR4 MyD88 comp: 2; Efa HMGR inh: 2; STAT3 act: 112; Hsp70 act: 0.0; STAT3 inh: -12; DTT redox prof: 0.3

What do the screens show for `COC(CNC(=O)CSCc1nc(-c2ccc(SC)cc2)oc1C)OC`?
APP 5'UTR act: -1; STAT1 inh: 14; NF-kB neuron act: 0.9; STAT1 activator: 87; TLR4 MyD88 comp: 6; Efa HMGR inh: -5; STAT3 act: 104; Hsp70 act: 0.1; STAT3 inh: 8; DTT redox prof: -0.3

What do the screens show for `COc1ccc(C(=O)c2sc3nc(-c4ccc(OC)cc4)ccc3c2N)cc1`?
APP 5'UTR act: 6; STAT1 inh: -14; NF-kB neuron act: 1.1; STAT1 activator: 113; TLR4 MyD88 comp: -2; Efa HMGR inh: 1; STAT3 act: 104; Hsp70 act: 0.4; STAT3 inh: -5; DTT redox prof: 0.7

How did Cc1ccc(S(=O)(=O)NNC2=NCCCCC2)cc1 do in these assays?
APP 5'UTR act: 9; STAT1 inh: -6; NF-kB neuron act: 1.1; STAT1 activator: 104; TLR4 MyD88 comp: -11; Efa HMGR inh: -1; STAT3 act: 93; Hsp70 act: -0.4; STAT3 inh: 16; DTT redox prof: -0.7

How did CCOc1ccc(-n2c(CCc3ccccc3)n[nH]c2=S)cc1 do in these assays?
APP 5'UTR act: 22; STAT1 inh: -4; NF-kB neuron act: 1.4; STAT1 activator: 102; TLR4 MyD88 comp: 12; Efa HMGR inh: -8; STAT3 act: 102; Hsp70 act: -0.4; STAT3 inh: 1; DTT redox prof: -0.3

How did C=CCn1c(O)c(C(CC)=Nc2ccccc2NC(=O)CC)c(=O)[nH]c1=O do in these assays?
APP 5'UTR act: 27; STAT1 inh: -3; NF-kB neuron act: 1.3; STAT1 activator: 103; TLR4 MyD88 comp: -2; Efa HMGR inh: -2; STAT3 act: 111; Hsp70 act: -0.5; STAT3 inh: -8; DTT redox prof: 0.1
